miR-122 sensor – miR-122 Renilla sensor signal increase in Huh7, primary screen, miR-122 inhibitor project, cell-based, single point, plate reader. hit rate 0.3% among 340,000. activation (reporter increase), % at 12.5 µM. Huh7 miR-122 Renilla luciferase sensor, 48 h; neutral wells = 0, positive control = 100. AID 602342, 2012;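 active = mean replicate activation score at least 90 and every replicate individually at or above 90; inconclusive = only one of the two criteria met; inactive = neither criterion met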;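 also: higher luciferase means less miR-122 activity so hits act as miR-122 inhibitors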
ERAP1 HTS inh – human ERAP1 aminopeptidase inhibitors, primary screen, biochemical, single point, plate reader; recombinant ERAP1, Leu-AMC fluorescence, 60 min; inhibition, % at 10.7 µM; hit rate 0.15% among 340,000;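 active = mean replicate inhibition of at least 30%, or all replicates individually reaching that 30% level; inactive = mean below 30% and not every replicate reaching it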;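 also: 0% = neutral control wells and 100% = L-leucinethiol positive control wells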
ERp5 inh – inhibitors of ERp5-driven insulin aggregation, primary screen, biochemical, turbidity, absorbance 650 nm, single point; Protein disulfide-isomerase A6 (Homo sapiens), Q15084; 90 min; inhibition, % at 9.99 µM; hit rate 0.05% among 350,000;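 active = mean replicate inhibition above about 25%, with every replicate also reaching it, limit read from the data, passing the limit was not always enough; inconclusive = only one of those two criteria met; inactive = neither criterion met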
Target sequence (Q15084 whole entry, looked up): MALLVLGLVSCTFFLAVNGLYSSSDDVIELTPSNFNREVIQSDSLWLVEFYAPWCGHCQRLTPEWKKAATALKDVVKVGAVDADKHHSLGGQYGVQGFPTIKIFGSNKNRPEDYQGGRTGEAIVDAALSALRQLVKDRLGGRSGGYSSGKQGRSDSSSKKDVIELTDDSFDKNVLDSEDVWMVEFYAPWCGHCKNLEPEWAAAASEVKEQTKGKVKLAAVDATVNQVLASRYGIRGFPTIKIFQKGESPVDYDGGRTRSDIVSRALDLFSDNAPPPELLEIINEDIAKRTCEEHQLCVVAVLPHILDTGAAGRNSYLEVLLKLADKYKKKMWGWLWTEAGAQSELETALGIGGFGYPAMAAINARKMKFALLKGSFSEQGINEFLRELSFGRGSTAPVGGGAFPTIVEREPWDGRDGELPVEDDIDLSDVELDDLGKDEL
CFTR F508del cor – F508del CFTR correction, initial screen, CFBE line, single point | activity (quench increase), % at 7.58 µM | hit rate 0.36% among 350,000 | CFBE cells, YFP halide quenching; stimulated with forskolin plus potentiator P3; % fluorescence drop versus neutral controls;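 active = mean added fluorescence quench of at least 8% versus neutral control, with both replicates also reaching 8%; inconclusive = only one of the mean or replicate conditions met; inactive = mean below 8% and not both replicates reaching 8%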;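 also: cells transiently co-express mutant CFTR-F508del with the halide-sensitive YFP; corrector assay measuring rescue of mutant channel to the surface after 24 h compound exposure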
DENV2 CPE rescue – inhibitors of DENV2 cytopathic effect, primary screen, cell-based, plate reader, single concentration; DENV2-infected cells, cytopathic effect rescue; CPE inhibition, % at 9.99 µM; hit rate 1.7% among 350,000; AID 651640, 2012; in the data active = CPE inhibition above about 20%, passing the limit was not always enough; inconclusive = no clear call, values can overlap the other calls; tested in BHK-21 cells;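 also: 0% = median of neutral control wells and 100% = median of positive control wells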
SIRT5 inh – SIRT5 desuccinylase inhibitors, primary screen, biochemical, fluorescence imaging, single point, set 5. NAD-dependent protein deacylase sirtuin-5, mitochondrial (Homo sapiens), Q9NXA8. hit rate 1.1% among 330,000. inhibition, % at 15 µM. AID 652115, 2013. Purified SirT5, succinyl-peptide AMC, trypsin-coupled fluorescence; in the data active = inhibition above about 15%; inconclusive = no clear call, values can overlap the other calls
Target sequence (Q9NXA8 whole entry, looked up): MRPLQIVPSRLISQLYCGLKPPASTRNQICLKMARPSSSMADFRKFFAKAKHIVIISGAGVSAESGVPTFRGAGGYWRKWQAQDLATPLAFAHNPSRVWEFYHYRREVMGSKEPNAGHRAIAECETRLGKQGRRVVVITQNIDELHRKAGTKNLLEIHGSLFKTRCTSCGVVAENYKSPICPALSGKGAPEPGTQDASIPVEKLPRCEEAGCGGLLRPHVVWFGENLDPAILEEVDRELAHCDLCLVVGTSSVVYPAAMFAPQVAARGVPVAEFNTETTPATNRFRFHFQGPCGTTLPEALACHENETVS
CASP6 VEID inh – human caspase-6 inhibitors, primary screen, biochemical, VEID-R110 fluorescence, single point, set 2; purified caspase-6, Z-VEID-R110 cleavage fluorescence; inhibition, % at 12.5 µM; hit rate 0.53% among 350,000; AID 686996, 2013;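 active = mean inhibition across replicates at least about 35%, with every replicate also reaching that limit, limit read from the data; inconclusive = only one of the two criteria met; inactive = neither criterion met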;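 also: 0% = median of neutral control wells and 100% = no fluorescence left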
Target sequence (P55212 24-179 limits assumed): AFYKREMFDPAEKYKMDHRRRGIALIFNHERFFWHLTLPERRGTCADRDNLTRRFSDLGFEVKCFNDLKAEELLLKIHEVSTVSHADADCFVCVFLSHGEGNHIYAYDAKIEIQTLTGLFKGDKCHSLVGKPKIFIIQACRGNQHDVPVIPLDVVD
Target sequence (P55212 194-293 limits assumed): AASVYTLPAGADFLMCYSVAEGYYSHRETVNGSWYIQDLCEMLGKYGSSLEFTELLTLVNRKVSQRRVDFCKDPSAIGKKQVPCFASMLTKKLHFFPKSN
The depositor's hits bear a star; ? = inconclusive; . = not tested or not shown; & = joins results of further samples; ! = a repeat was not active; [ ] = dose if it differs, or a comment.

The first 2 entries, ahead of the listing:
SMILES | miR-122 sensor | ERAP1 HTS inh | ERp5 inh | CFTR F508del cor | DENV2 CPE rescue | SIRT5 inh | CASP6 VEID inh
Cc1csc(NC(=O)CSc2nnc(Cn3c(=O)sc4ccccc43)n2-c2ccccc2)n1 | . | -4 | 5 | 1.1 | -2 | -3 | -2
O=C(CNCCO)N1N=C(c2cccs2)CC1c1cccs1 (stereo not given) | . | -2 | -10 | -1.0 | 0 | -2 | -2

The listing, from the start:
SMILES | miR-122 sensor | ERAP1 HTS inh | ERp5 inh | CFTR F508del cor | DENV2 CPE rescue | SIRT5 inh | CASP6 VEID inh
Cc1csc(NC(=O)CSc2nnc(Cn3c(=O)sc4ccccc43)n2-c2ccccc2)n1 | . | -4 | 5 | 1.1 | -2 | -3 | -2
O=C(CNCCO)N1N=C(c2cccs2)CC1c1cccs1 (stereo not given) | . | -2 | -10 | -1.0 | 0 | -2 | -2
O=C(NCCN1C(=O)S/C(=C\c2cccs2)C1=O)c1ccco1 | . | 0 | -8 | 0.0 | 6 | -13 | -2
O=C(NC1CCCC1)C(C1CC1)n1c(-c2ccccn2)nc2ccccc21 (stereo not given) | . | -1 | -5 | -3.0 | -15 | -2 | 0
CCn1c(=O)c(C(=O)NNC(=O)Cc2ccccc2)c(O)c2ccccc21 | . | 2 | 3 | -2.8 | 2 | 0 | -1
COc1ccccc1-c1ccc([C@@H]2[C@H]3CN(C(=O)c4ccncc4)CCCCN3[C@H]2CO)cc1 | 4[16.7 µM] | 0 | -4 | 6.7 | 7 | 1 | 0
CC1CCCCC1NC(=O)COC(=O)COc1ccccc1F (stereo not given) | -6 | -2 | 2 | 0.1 | 0 | . | 0
CN1C(=O)CN2CCc3ccccc3C2c2cc(Cl)ccc21 (stereo not given) | . | -2 | -4 | -5.7 | 2 | . | -1
C[C@@H]1CN([C@H](C)CO)C(=O)c2cccc(NS(=O)(=O)c3cn(C)cn3)c2O[C@H]1CN(C)C | 3[16.7 µM] | -1 | 0 | 0.8 | -3 | -2 | -2
CC(C)C[C@H]1COc2cc(N3CCCC3)ccc2S(=O)(=O)N1 | . | -6 | -7 | 4.7 | -11 | -2 | -1
COc1ccc2oc(C(=O)NCC(c3ccco3)N(C)C)c(C)c2c1 (stereo not given) | -7 | 2 | -1 | -3.2 | 10 | -4 | -4
CC(C)(C)c1ccc(OCCn2nc(C(=O)O)c3ccccc3c2=O)cc1 | -2 | 0 | 1 | 0.8 | 2 | 0 | -1
CC(C)NC(=O)Nc1ccc2c(c1)C(=O)N([C@H](C)CO)C[C@H](C)[C@@H](CN(C)C)OCCCC[C@H](C)O2 | 6[16.7 µM] | -2 | -5 | -2.5 | -4 | 0 | -1
Cn1nc(C(F)(F)F)c2cc(C(=O)N3CCOCC3)sc21 | 2 | 1 | -2 | -2.8 | 2 | -2 | -6
COCC(=O)N(C)C[C@H]1Oc2cc(C#CC3CC3)ccc2S(=O)(=O)N([C@H](C)CO)C[C@@H]1C | 2[16.7 µM] | -3 | -4 | 1.2 | -9 | 2 | 3
Cc1nnc(SCC(=O)Nc2sccc2C(N)=O)s1 | . | -1 | 1 | -1.3 | -9 | -3 | 3
C[C@@H]1O[C@@H](O[C@@H]2[C@@H](O)[C@H](OCCc3ccc(O)c(O)c3)O[C@H](CO)[C@H]2OC(=O)/C=C/c2ccc(O)c(O)c2)[C@H](O)[C@H](O)[C@H]1O | . | 0 | -1 | -1.3 | -14 | . | 8
Cc1ccc(Nc2nc(-c3ccccc3)c(CC(=O)O)s2)cc1 | . | -2 | ? | -1.8 | 0 | -3 | .
CC(=O)c1cccc(NC(=O)C2CCCN(S(=O)(=O)c3cccc4nonc34)C2)c1 (stereo not given) | . | 0 | -1 | 1.3 | -2 | 0 | -4
C[C@@H]1CN([C@H](C)CO)C(=O)c2cc(NC(=O)Nc3ccc(C(F)(F)F)cc3)ccc2O[C@@H](C)CCCCO[C@H]1CN(C)Cc1ccccc1 | -23[16.7 µM] | -1 | -3 | 3.9 | -11 | 5 | -2
CCOc1ccc(CSC(=N)N)cc1 | . | -1 | -2 | . | 3 | 1 | -2
O=C(NCCC1=CCCCC1)C1CCN(S(=O)(=O)c2cccc(C(F)(F)F)c2)CC1 | -13 | -2 | 2 | -2.9 | 6 | 2 | -52
CCCCn1c(N)c(N(CC(C)C)C(=O)c2cc(-c3ccc(F)cc3)nc3ccccc23)c(=O)[nH]c1=O | -3 | 6 | -1 | 1.0 | 5 | 2 | -3
Cc1cc(C(=O)Nc2cccc3c2O[C@@H](CN(C)C(=O)NC2CCCCC2)[C@H](C)CN([C@H](C)CO)C3=O)n(C)n1 | 0[16.7 µM] | 2 | 0 | 3.4 | -5 | -5 | 1
CC(C)CCN1CCN=C1N(C)C | -3 | -3 | 3 | 0.5 | 5 | 1 | 3
Nc1nonc1-n1nnc(C(=O)N/N=C\c2cccc(Cl)c2)c1CN1CCOCC1 | 38 | 3 | 0 | -0.1 | 14 | 1 | 2
Nc1ccc(S(=O)(=O)NC2(C(F)(F)F)NC(=O)N(c3ccccc3F)C2=O)cc1 (stereo not given) | 1 | 1 | 0 | 4.3 | -5 | 0 | 0
CCNC(=O)c1cc2c(c(-c3cccc(-c4cncnc4)c3)n1)[C@@H](CCO)N(C(C)=O)C2 | . | 1 | -1&3 | 1.8 | 40*! | 0&-2 | -4&6
COc1ccc(-c2nc3ccccn3c2CN2CCN(c3ccccc3F)CC2)cc1 | . | -14 | -2 | -1.9 | 20 | -3 | 3
Cc1c(C(=O)N(C)Cc2ccc(OC(F)F)cc2)oc2ccccc12 | -1 | -2 | 6 | 1.0 | 0 | -1 | 3
C[C@H](CO)N1C[C@H](C)[C@@H](CN(C)Cc2ccccc2F)Oc2cc(C#CCN(C)C)ccc2S1(=O)=O | 60[16.7 µM] | -4 | 2 | -4.5 | 20 | -2 | -4
CCOC(CNC(=O)CN1C(=O)COc2ccc(S(=O)(=O)N3CCOCC3)cc21)OCC | 0 | 2 | 3 | -1.7 | 8 | -1 | 3
O=C(Cc1ccccn1)N1CC(=O)N2[C@@H](CO)[C@@H](c3ccc(-c4ccc(F)cc4)cc3)[C@@H]2C1 | . | 1 | 2 | 0.1 | ? | 8 | 0
CCCCOc1c(Br)cc(/C=C2\N=C(C)OC2=O)cc1OCC | 1 | 3 | -9 | 1.3 | 3 | -5 | 5
COc1ccc(S(=O)(=O)N(C)C[C@@H]2Oc3ccc(NC(=O)Cc4cn(C)c5ccccc45)cc3CC(=O)N([C@H](C)CO)C[C@H]2C)cc1 | -10[16.7 µM] | 0 | 3 | -2.9 | -10 | 0 | -1
CC(C)(Oc1ccc(Cl)cc1)C(=O)OCc1nc2ccsc2c(=O)[nH]1 | . | -3 | 4 | 2.7 | 6 | -3 | -4
C[C@@H]1CN([C@@H](C)CO)C(=O)Cc2cc(NC(=O)Cc3ccccc3)ccc2O[C@H]1CN(C)Cc1ccc(Cl)c(Cl)c1 | -8[16.7 µM] | 2 | -5 | -0.7 | 26* | -2 | 0
CC(C)CN1C(=O)C(=O)N(CC(=O)c2ccc3c(c2)CCCC3)C1=O | -3 | -3 | 0 | -1.2 | -6 | 0 | -1
CCCc1cc(=O)oc2cc(C)cc(OC(C)C(=O)NCCCn3ccnc3)c12 (stereo not given) | 1 | -1 | 3 | 0.8 | 11 | -14 | -6
CCCCN(CCCNC(=O)Cn1ncc2ccsc2c1=O)Cc1ccccc1 | 4 | -8 | 3 | -2.4 | -2 | 1 | 1
CC(=O)/C(=C(/O)c1ccccc1)c1nc2ccccc2[nH]1 | -7 | 1 | -6 | -1.2 | -2 | -3 | -1
O=C(Cc1cccs1)Nc1ccc(F)cc1F | . | 1 | 0 | -2.3 | 10 | -1 | 1
C[C@H](CO)N1C[C@H](C)[C@H](CN(C)S(=O)(=O)c2ccc(F)cc2)OCc2ccccc2-c2c(n(C)c3ccccc23)C1=O | . | -1 | -2 | -2.4 | 16 | . | -1
CO/N=C/Cc1c([N+](=O)[O-])c(C)nn1C | . | 3 | 3 | 1.9 | . | 5 | -1
C/C=C/c1cnc2c(c1)C(=O)N([C@@H](C)CO)C[C@H](C)[C@H](CN(C)C(=O)Nc1ccc(C(F)(F)F)cc1)O2 | 8[16.7 µM] | 0 | -4 | 0.2 | 7 | 3 | 0
CCC(=O)c1ccc(OCC(=O)OC(C)C(=O)N2CCc3ccccc32)cc1 (stereo not given) | . | -1 | 6 | 2.4 | 2 | 1 | -5
O=C(NCc1ccc2c(c1)OCO2)NC12CC3CC(CC(C3)C1)C2 | 5 | 7 | 4 | -2.2 | 6 | -4 | 1
CCCN(C)C[C@H]1Oc2cc(-c3ccncc3)ccc2S(=O)(=O)N([C@@H](C)CO)C[C@H]1C | 6[16.7 µM] | 1 | -6 | -2.7 | -5 | 3 | 0
CCCNC(=O)C(=O)N/N=C/c1ccc(OCc2ccccc2)cc1 | 0 | -2 | 4 | . | -4 | -4 | 2
C[C@@H]1CN([C@H](C)CO)C(=O)Cc2cc(NC(=O)CCCCCC(=O)Nc3ccccc3N)ccc2O[C@H]1CN(C)S(=O)(=O)c1ccccc1 | 13[16.7 µM] | 0 | 0 | -1.1 | ? | . | -5
Fc1ccccc1NC(=S)N(CCN1CCCCC1)Cc1ccco1 | . | -1 | 6 | 3.5 | -4 | 0 | .
N#C[C@@H]1[C@H](c2ccccc2)[C@H](CO)N1C(=O)c1cccnc1 | . | 0 | 4 | -0.7 | 3 | 8 | 3
C[C@H](NC(=O)[C@@H]1CCCN1C(=O)[C@@H]1CCCN1C(=O)c1cccs1)c1ccccc1 | . | . | 0 | -0.6 | -9 | 4 | -1
C=C1CC[C@@H]2[C@](C)(CO)[C@H](O)CC[C@@]2(C)[C@@H]1/C=C/C1=CCOC1=O | -9 | -3 | 1 | 2.1 | 1 | -3 | 2
CCCNC(=O)N(C)C[C@H]1Oc2ncc(-c3ccncc3)cc2C(=O)N([C@@H](C)CO)C[C@H]1C | -8[16.7 µM] | -2 | -1 | 1.7 | 11 | -2 | 2
CC1c2[nH]c3ccccc3c2C[C@H]2C(=O)N(CCCO)CC(=O)N12 (stereo not given in full) | . | 0 | 0 | -1.3 | -4 | 1 | 0
O=C(CSc1ccccc1)N1CCCC(N2CCN(c3ccccc3)CC2)C1 (stereo not given) | -1 | -2 | 13 | 1.1 | -1 | 2 | 0
COc1ccc([C@H]2N[C@]3(CCCN(Cc4ccc(F)cc4)C3=O)[C@H]3C(=O)N(Cc4ccccc4)C(=O)[C@@H]23)cc1 | 5 | 0 | -10 | 0.0 | 11 | -4 | 7
Cc1nc2c(OCc3ccc(Cl)cc3)cccn2c1N(C)C(=O)CCC1CCCC1 | -2 | -3 | 0 | 4.2 | -9 | 2 | .
COc1ccccc1NC(=O)Cc1noc(CSc2n[nH]c(N)n2)n1 | . | 3 | -5 | 0.2 | 6 | -2 | 2

The results go on:
SMILES | miR-122 sensor | ERAP1 HTS inh | ERp5 inh | CFTR F508del cor | DENV2 CPE rescue | SIRT5 inh | CASP6 VEID inh
COc1ccccc1S(=O)(=O)N[C@@H]1CC[C@H](CCNC(=O)C2CC2)O[C@H]1CO | . | 0 | -1 | 0.0 | -1 | -5 | -2
Nc1nnc(SCC(=O)N2CCc3ccccc3C2)s1 | 0 | 0 | -1 | -4.0 | . | 0 | 6
c1ccc(C[C@H]2CN=C(Nc3ccccc3)N2CCC2CCCC2)cc1 | 1 | -2 | -4 | 0.8 | 6 | -1 | 1
Fc1cccc(CCN2CCNC[C@H]2Cc2cccc3ccccc23)c1 | -2 | 0 | -8 | -0.1 | 10 | . | .

No new results follow: an excerpt of the list.
SMILES | miR-122 sensor | ERAP1 HTS inh | ERp5 inh | CFTR F508del cor | DENV2 CPE rescue | SIRT5 inh | CASP6 VEID inh
Nc1nnc(SCC(=O)N2CCc3ccccc3C2)s1 | 0 | 0 | -1 | -4.0 | . | 0 | 6
c1ccc(C[C@H]2CN=C(Nc3ccccc3)N2CCC2CCCC2)cc1 | 1 | -2 | -4 | 0.8 | 6 | -1 | 1
